# Source: PubChem (several laboratories)
# BB579 growth dn: chemicals that inhibit yeast BB579 growth in restrictive medium (lifespan-shortening candidates); S. cerevisiae BB579 growth, OD615, 48 h; inhibition, % at 10 µM; 140,000 compounds, 0.51% hits;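 active means inhibition above a set limit, 3 SD over the mean compound inhibition, cut at about 44% in these data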; further: inactives centre near -24
#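 System: DeaD yeast strain BB579; buffer or medium: CSMM-D dextrose restrictive medium; technique: OD at 615 nm; schedule: 4 h cell preincubation, 48 h compound exposure, 30 °C humidified; doses: single 10 µM dose; controls: amphotericin B 10 µg/mL, positive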
# NPY-Y2 antag: antagonists of human neuropeptide Y receptor Y2. AID 793. 140,000 compounds, 0.99% hits. inhibition, % at 2.7 µM. NPY-Y2 expressing cells, antagonist mode; in the data active means inhibition above about 17%;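 further: 0% = vehicle with agonist challenge and 100% = reference antagonist with challenge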
# Target sequence (P49146 whole entry, looked up): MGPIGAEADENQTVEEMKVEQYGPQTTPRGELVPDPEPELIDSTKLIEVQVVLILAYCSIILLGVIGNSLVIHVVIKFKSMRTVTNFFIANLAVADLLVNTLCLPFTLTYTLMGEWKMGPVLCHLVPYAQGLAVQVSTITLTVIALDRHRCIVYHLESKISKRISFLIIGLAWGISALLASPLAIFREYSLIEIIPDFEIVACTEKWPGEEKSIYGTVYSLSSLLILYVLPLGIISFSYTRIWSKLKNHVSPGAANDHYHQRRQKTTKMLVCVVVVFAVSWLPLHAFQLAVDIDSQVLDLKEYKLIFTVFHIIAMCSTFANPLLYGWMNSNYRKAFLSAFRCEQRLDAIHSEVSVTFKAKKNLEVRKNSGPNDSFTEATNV
# Yeast life ext: extends the lifespan of yeast. S. cerevisiae growth with nicotinamide, OD615; deaD strain in restrictive glucose medium. inhibition of the nicotinamide effect, % at 10 µM. AID 775. 130,000 compounds, 0.68% hits;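 active means inhibition above a set limit, placed 3 SD over the median of all compounds, cut at about 26% in these data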;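 further: 0% = nicotinamide-treated wells and 100% = cells grown without nicotinamide; some compounds called inactive have numbers as strong as hits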
#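 Assay system: engineered S. cerevisiae DeaD replicative-lifespan strain, galactose-grown log-phase cells; medium: restrictive CSMM-D dextrose medium; also added: nicotinamide, 1.5 mM, co-present with compound; schedule: 48 h compound exposure at 30 °C, humidified; detection: absorbance at 615 nm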
# PTEN del growth: suppresses growth of cells with PTEN deletion; HCT116 PTEN-null viability, CellTiter-Glo, 60 h; stronger effect = lower value; viability, % at 10 µM; 140,000 compounds, 1.2% hits;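 active means viability at or below a set limit, 4 SD under the median of all tested compounds, cut at about 3.7% in these data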;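 further: PTEN knockout HCT116 line with beta catenin targeted HCT116 as companion control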
# GALR2 antag: antagonists of human galanin receptor 2 (GALR2); O43603; GALR2-expressing cells, antagonist mode; inhibition, % at 4 µM; 140,000 compounds, 0.39% hits; AID 828; in the data active means inhibition above about 27%;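 further: cells stimulated with galanin 1-16 at roughly its EC80; 0% = agonist challenge control and 100% = basal control without agonist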
# Target sequence (O43603 whole entry, looked up): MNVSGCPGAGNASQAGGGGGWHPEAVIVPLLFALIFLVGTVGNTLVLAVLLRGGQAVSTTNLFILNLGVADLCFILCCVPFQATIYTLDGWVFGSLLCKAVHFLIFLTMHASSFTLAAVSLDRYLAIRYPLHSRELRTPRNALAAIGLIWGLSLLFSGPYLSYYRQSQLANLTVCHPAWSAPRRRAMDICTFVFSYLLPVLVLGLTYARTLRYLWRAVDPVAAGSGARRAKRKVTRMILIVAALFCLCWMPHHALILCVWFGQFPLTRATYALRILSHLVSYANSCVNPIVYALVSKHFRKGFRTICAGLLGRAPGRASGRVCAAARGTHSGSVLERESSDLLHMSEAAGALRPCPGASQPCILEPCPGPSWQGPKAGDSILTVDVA
# Measles CPE: protection of cells from measles virus | Measles virus-infected cells, CPE protection, absorbance | protection (pct of control), % at 4 µM | 140,000 compounds, 1.5% hits | AID 841; in the data active means protection mostly above about 24%, no sharp cut-off; inactive means mostly below about 26%; further: some compounds called inactive have numbers as strong as hits
# Phagocytosis inh: inhibitors of macrophage phagocytosis; inhibition, % at 5 µM; J774A.1 macrophage IgG-bead phagocytosis, imaging; AID 1029; 110,000 compounds, 0.07% hits;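 active means inhibition above the mean of the plate negative controls plus 5 SD, cut at about 13% in these data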;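 further: phagocytic index as fraction of beads internalized from green versus red external bead signal; plate controls were DMSO negative control for no effect and cytochalasin-D positive control for full effect; some results beyond the cut were filed as inactive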
# E-sel TNF inh: blocks E-selectin expression induced by TNF alpha; HUVEC TNFa-induced E-selectin immunofluorescence, high content; inhibition, % at 2 µM; 120,000 compounds, 0.71% hits;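 active means inhibition above the batch mean plus 3 SD, and confirmed as a hit on visual image review, cut at about 43% in these data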;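 further: 0% = TNF-stimulated DMSO wells and 100% = unstimulated control wells; not every result past the cut was called active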
# HCT116 bCat-KO: beta-catenin-lacking colon tumor cell growth suppression; AID 818; HCT116 beta-catenin knockout viability, CellTiter-Glo, 60 h; stronger effect = lower value; viability, % at 10 µM; 140,000 compounds, 1.5% hits;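 active means viability at or under a set limit, the compound median less 4 SD, cut at about 6% in these data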;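 further: 0% = Hyamine 1622 control at 20 µM and 100% = untreated cell control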
# MRP1 act: activates MRP-1. H69AR cells + doxorubicin, viability rescue, CellTiter-Glo. viability increase, % at 10 µM. 140,000 compounds, 0.61% hits;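 active means viability gain under doxorubicin at or above a set limit, the compound median plus 3 SD, cut at about 4.7% in these data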;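 further: MRP-1 overexpressing cells given doxorubicin 25 µM after compound pretreatment; 18-22 h compound pretreatment then 72 h with doxorubicin before readout; 0% = doxorubicin-only wells and 100% = vehicle-treated cells without doxorubicin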
# Starred values were filed as active, the others as inactive; / = no result given; & = joins results of further samples.
Compound,BB579 growth dn,NPY-Y2 antag,Yeast life ext,PTEN del growth,GALR2 antag,Measles CPE,Phagocytosis inh,E-sel TNF inh,HCT116 bCat-KO,MRP1 act
CN(/C=C/C(=O)C(F)(F)F)Cc1ccccc1,-43,2,-15,102,14,12,/,6,103,0.3
COC(=O)N(NC(=O)C(O)(c1ccccc1)c1ccccc1)c1ccc(C)cc1,7,21*,3,82,17,7,-7,/,79,0.3
COc1ccc(S(=O)(=O)NCCc2nnc3ccc(SCC(=O)Nc4nc(C)cs4)nn23)cc1,-62,4,2,101,1,6,-4,-8,97,-0.8
NC(=S)N/N=C/c1coc2c(ccc3ccccc32)c1=O,-29,0,12,93,-5,22,-7,6,86,-0.6
O=C(Nc1ccon1)c1sc2cc(F)ccc2c1Cl,-40,1,-9,91,0,11,/,-3,87,-3.3
CCc1nc2ccc(C)cc2c(C(=O)NC2CCCCC2C)c1C (centres undefined),-14,30*,0,79,-9,3,/,-17,78,-1.9
O=c1[nH]ncc2c3ccccc3n(Cc3ccccc3)c12,-41,1,-16,92,9,4,/,-23,113,-2.3
C=CCc1c(C)nn(CC(=O)O)c1-c1ccccc1,-31,7,-5,94,8,4,0,/,85,-3.3
CCc1nnc(NC(=O)CCN2C(=O)CCC2=O)s1,-24,4,-8,110,2,30,0,-3,106,0.6
CCOC(=O)N1CCN(C(=O)COc2ccc(Br)cc2Cl)CC1,-33,4,-3,91,1,7,0,12,92,-2.3
CCOC(=O)C(NC(=O)c1ccccc1)(OCc1ccccc1)C(F)(F)F (centres undefined),-11,2,3,80,-10,19,-5,/,98,-2.7
COc1cccc([C@@H]2Oc3ccc(OC)cc3C(=O)[C@H]2OC(=O)N[C@H](C)C2CCCCC2)c1,-36,3,-1,50,1,7,/,/,51,-4.1
Cc1cc(C(=O)CSc2ncn[nH]2)c(C)n1-c1cccc(S(=O)(=O)N2CCOCC2)c1,-32,3,-1,81,4,13,-14,/,89,-0.2
O=C(c1ccccc1F)N1CCN(Cc2cccc(Cl)c2)CC1,1,2,1,89,9,12,/,-9,96,-1.9
COCCn1c(-c2ccccc2)nc2oc3cc(OC)ccc3c(=O)c2c1=O,-25,0,30,98,13,6,/,5,97,-2.8
CCOc1cc(C2C(C(=O)OC)=C(C)N=C3SCCC(=O)N32)ccc1OC(C)=O (centres undefined),-22,4,-12,112,-2,22,/,34,100,-0.4
CC(C)CNC(=O)COc1cccc(C(=O)NCc2ccccc2)c1,-31,3,4,86,0,4,-11,/,86,-1.9
CC(C)CNC(=O)c1ccccc1NC(=O)c1ccc(CN2CCOCC2)cc1,-19,4,3,87,2,11,0,18,85,-1.3
c1ccc(-c2nc(NCCCN3CCOCC3)c3ccccc3n2)cc1,-25,4,-13,64,-7,9,/,-18,67,-2.5
CCOc1ccc(N(Cc2cc3cc(OC)ccc3[nH]c2=O)C(=O)C2CCCO2)cc1 (centres undefined),-43,2,-29,92,3,5,0,0,89,-0.5
COc1ccc(S(=O)(=O)N2CCCCC2)cc1C(C)C,-24,13,5,78,5,3,-4,23,72,-1.5
O=S(=O)(Cc1ccc(Cl)cc1)c1ccccc1-c1nnc(-c2ccc(Cl)cc2)o1,-26,10,-13,63,1,25,/,17,62,-5.1
O=C(CCN1CCCCC1)c1ccc2c(c1)OCO2,-41,1,-26,97,7,7,/,18,91,-3.0
O=S(=O)(Nc1cc(C(F)(F)F)ccc1N1CCOCC1)c1ccc2ccccc2c1,-31,-1,12,72,5,7,-2,-1,74,-3.3
COc1ccc(N(CC(=O)NCCSC(C)(C)C)S(C)(=O)=O)c(OC)c1,-6,4,-6,102,-5,3,-2,-11,100,0.3
COc1cc(NS(C)(=O)=O)c(OC)cc1NC(=O)c1ccccc1,-14,-3,-15,97,7,6,2,-5,91,-0.7
O=C(NCCN1CCOCC1)NC1(C(F)(F)F)Oc2ccccc2O1,-7,2,-4,74,-4,11,1,/,77,-5.1
CC(C)c1ccc(S(=O)(=O)c2nnn3c2nc(N2CCCCC2)c2ccccc23)cc1,-1,2,-1,96,0,8,-6,/,89,-1.8
COC(=O)CC1C(=O)NCCN1C(=O)c1ccccc1 (centres undefined),-22,0,-5,89,6,5,-3,-12,91,-0.8
COc1cc2c(cc1OC)CN(C(=S)Nc1c(C)cccc1C)CC2,-29,1,8,99,-1,3,-4,/,100,-2.3
CCCCn1c(SCC(=O)NCC2CCCO2)nc2ccc(N3CCOCC3)cc2c1=O (centres undefined),-21,-2,-5,103,9,4,3,-62,101,-0.9
COc1ccc(C2/C(=C(\O)c3ccc4c(c3)OCCO4)C(=O)C(=O)N2CCCN(C)C)cc1 (centres undefined),-12,1,-8,101,-2,15,-1,-8,105,0.5
COc1ccc(N2CCN(Cc3nc4ccccc4c(=O)[nH]3)CC2)cc1,-20,1,1,100,-1,13,-2,0,85,-1.0
Cc1c(Cl)cccc1NC(=O)COc1ccc(S(=O)(=O)N2CCOCC2)cc1,-10,5,-4,86,-5,15,-3,13,87,-3.7
Cc1nn(C(=O)CNS(=O)(=O)c2ccccc2)c(C)c1Sc1ccc(Cl)cc1,-22,4,0,77,-2,4,4,/,77,-1.5
CC(C)CN(C(=O)COC(=O)C1c2ccccc2Oc2ccccc21)C1CCS(=O)(=O)C1 (centres undefined),-46,1,-4,99&93,-3,5,0,4,89,-1.2
O=C(CO/N=C/c1ccccc1OC(F)F)NCc1cccs1,-1,7,2,95,-9,7,-2,90*,89,-2.1
Cc1cccc(C)c1OCC(=O)Nn1c(C)nc2ccccc2c1=O,-8,7,-13,82,4,4,2,/,79,-0.5
Cc1nn(Cc2ccccc2)c(C)c1NC(=O)c1cc(-c2ccc3c(c2)OCO3)on1,-28,0,-4,94,6,4,-1,/,93,-1.3
CCOC(=O)c1cnn(-c2cc(Oc3cccc(C)c3)ncn2)c1N,-47,0,-9,82,-9,10,-2,0,82,0.6
COC(=O)c1c(NC(=O)COC(=O)CCc2ccc(S(=O)(=O)N3CCOCC3)cc2)sc2c1CCC2,-45,-1,4,79,4,10,-7,/,85,-4.1
C=C(C)Cn1c(SCC)nc2ccccc2c1=O,-12,4,-24,89,8,28*,0,-5,89,-0.8
Cc1cc(C)n2nc(SC3CCCCN(C(=O)c4ccc(F)cc4)C3=O)nc2n1 (centres undefined),-4,0,-17,100,-8,5,/,5,118,-3.4
Cc1cc(S(=O)(=O)Nc2ccc3ccccc3c2)c(C)s1,23,-2,-7,23,-11,1,0,2,14,-5.6
CC(C)CCNC(=O)C1CCCN(S(=O)(=O)c2ccc(F)cc2)C1 (centres undefined),-40,2,-3,92,7,10,-1,-47,86,-3.3
CC(=O)Nc1ccc(Oc2cnc3ccccc3n2)cc1,-41,0,-23,103,-6,5,-2,-33,107,-1.0
COc1ccc(Cl)cc1S(=O)(=O)N1CCN(c2ccc(F)cc2)CC1,-28,-6,-13,80,8,12,-1,2,93,-0.8
O=C1OC(C(=O)Nc2nccs2)Cc2ccccc21 (centres undefined),-20,2,-23,95,2,6,-2,/,90,2.0
O=C(c1cccnc1)N1CCN(S(=O)(=O)c2ccc(S(=O)(=O)N3CCCC3)cc2)CC1,-65,-2,-1,104,3,9,0,6,89,-0.9
CCOC(=O)C1C(c2ccc(O)c(OC)c2)NC(=S)NC1(O)C(F)(F)F (centres undefined),-21,5,-5,100,-3,5,-3,4,98,0.0
O=C1CC(=O)N(Cc2ccco2)C(=O)N1,-4,2,-18,104,12,8,0,-9,110,-3.1
O=C(NCc1cccs1)C1CC(=O)N(c2ccc(F)cc2)C1 (centres undefined),-23,-5,-7,84,-6,4,-1,-11,76,-1.9
Cc1ccc(NC(=O)CCC(=O)NNC(=O)c2cccs2)cc1C,-3,3,-18,102,4,24,0,8,109,-0.7
COc1ccc(N2CCN(C(=O)c3ccc(OCC4CCCO4)cc3)CC2)cc1 (centres undefined),5,-1,-4,89,3,28,-1,-9,108,-0.3
CC1=C(C(=O)Nc2ccc(C)cc2C)C(c2ccc(Cl)cc2)n2nc(C(=O)OC(C)C)nc2N1 (centres undefined),-50,2,0,85,-6,3,-1,/,80,-4.7
COc1ccccc1OCC(O)Cn1c(=N)n(Cc2ccccc2)c2ccccc21 (centres undefined),-7,39*,-3,8,13,7,3,-1,5.2*,-1.5
Cc1[nH]nc2c1C(c1cccnc1)N(c1ccc(Br)cc1)C2=O (centres undefined),-38,0,/,94,-10,11,/,1,95,-3.4
Nc1nc(SCc2ccccc2)[nH]c(=O)c1-c1ccccc1,-25,5,-2,101,0,9,6,13,104,0.9
O=c1cc(N2CCN(c3ccccc3F)CC2)[nH]c(=O)n1-c1ccc(Br)cc1,-40,1,-3,84,14,14,/,/,89,-2.4
CC1CCN(S(=O)(=O)c2ccc3[nH]c(=O)c(=O)[nH]c3c2)CC1,-12,1,-16,91,-2,5,/,10,106,2.8

# Going on with the list:
Compound,BB579 growth dn,NPY-Y2 antag,Yeast life ext,PTEN del growth,GALR2 antag,Measles CPE,Phagocytosis inh,E-sel TNF inh,HCT116 bCat-KO,MRP1 act
Cc1nc2ccc(NC(=O)Cc3ccsc3)cc2s1,-22,5,-7,97,-7,20,1,51,88,-2.9
COc1cccc(-n2nnnc2S(C)(=O)=O)c1,74*,2,18,1.3*,33*,13,1,10,12,-5.2
CC(NC(=O)Cc1ccc(-c2ccccc2)cc1)c1ccccc1 (centres undefined),-29,1,-5,110,-7,16,0,36,93,-3.4
Cn1cc(/C=C2\SC(=S)N(NC(=O)c3ccccc3Cl)C2=O)c2ccccc21,-50,2,5,104,5,22,-11,/,98,-3.1
CC1CC(C)CN(c2nc3c(c(=O)n(C)c(=O)n3C)n2C)C1 (centres undefined),0,-1,26,98,-5,5,-3,-3,99,-0.3
O=S(=O)(c1ccccc1)N1CCN(Cc2cccc(Cl)c2)CC1,-29,0,1,112,-5,8,0,-24,92,-2.3
O=C(CSc1nnc(-c2ccccn2)n1Cc1ccccc1)Nc1ccc2c(c1)OCO2,-1,4,4,97,-1,5,-2,1,93,-1.6
O=C(Nc1ccccc1C(=O)N1CCN(c2ccccc2)CC1)c1ccco1,-25,2,-4,91,2,9,-2,14,92,-4.6
CCn1cc([N+](=O)[O-])c(C(=O)N2CCN(C(=O)c3ccco3)CC2)n1,-7,3,2,100,12,22,1,/,101,1.0
O=C(NN1C(=O)C2C3c4ccccc4C(c4ccccc43)C2C1=O)c1ccccc1 (centres undefined),-15,3,1,93,3,11,/,/,88,-1.7
COc1ccc(N(C(=O)C(C)C)S(=O)(=O)c2ccc(Cl)cc2)cc1,-50,7,51*,88,-5,21,-2,-13,94,-0.2
